Source: PubChem BioAssay (National Center for Advancing Translational Sciences (NCATS))
hERG WT inh = KCNH2 (human, wildtype) channel inhibition; hit rate 0.37% among 340,000; Q12809; activity change, % at 1.84 µM; U2OS, BacMam KCNH2, thallium flux FluxOr; hits give low values;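 active means maximum activity change below -70%; inconclusive means maximum activity change between -70% and -50%; inactive means maximum activity change above -50%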; further: on the % scale 0 is the no-effect control and ±100 the full control effect
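U2OS cells were transduced with wild-type KCNH2 virus (2.03 x 10^8 / mL) for 4 h at room temperature, then cultured overnight at 37 C. Thallium flux was read with FluxOr dye. Rate constants were normalized to DMSO controls.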
Giardia kill = kills Giardia lamblia. Giardia lamblia trophozoite viability. activity change, % at 7.66 µM, hits read low. hit rate 0.15% among 340,000; in the data active means activity change below about -80%; inconclusive means between about -30% and that limit;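 further: parasites exposed to compound for two days anaerobically before the ATP read; on the % scale 0 is the no-effect control and ±100 the full control effect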
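Media and compound were dispensed first, then trophozoites at 100 cells/well; plates sat 48 hrs at 37 deg C without oxygen before ATP luminescence reagent was added and read after 15-30 min at room temperature.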
PKM2 activator = PKM2 (human) enzyme activation; hit rate 0.34% among 260,000; Potency, µM (highest dose often 57.5 µM), for the others: top-dose activation, actives largely listed as activators; AID 1631; P14618; purified PKM2, Kinase-Glo ATP luminescence, activation; response scale: 0% is enzyme alone, no compound; further: potency means the concentration at half of the fitted maximal effect; on the % scale 0 is the no-effect control and ±100 the full control effect; nearly all actives have a fitted effect of over 55% in size
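hPK-M2, >95% pure; 0.1 mM ADP / 0.5 mM PEP final; imidazole pH7.2 buffer w/ 7 mM MgCl2, 50 mM KCl; 1 h RT; Kinase-Glo lum. Intermediate enzyme activity for dual inhibitor/activator qHTS.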
MLL CXXC-DNA inh = MLL CXXC-DNA interaction inhibition; MLL-CXXC / FITC-HOXA9 DNA fluorescence polarization; Potency, µM (top dose mostly 115 µM), without a hit: at the highest dose activity change, negative = inhibition, hits mostly inhibitors; hit rate 0.037% among 290,000; AID 2662; active means well fitted inhibition curve with a large enough effect in the polarisation, with a control signal flat, not every such curve was filed as active; inconclusive means small, poorly fitted or top-dose-only effect, or effect the other way, or a change in a side signal; inactive means no such curve, though single readings can be large or run the other way; the % refers to the polarisation; further: potency means the concentration at half of the fitted maximal effect
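Fluorescence polarization: 7 uM MLL-CXXC (stock) preincubated 5 min with compounds, then 50 nM fluorescein-HOX-A9 DNA (stock) added; 30 min ambient. Buffer 50 mM Tris-HCl pH 7.5, 50 mM NaCl, 1 mM DTT, 0.05% BSA.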
KCNH2 3.1 inh = blocks the human KCNH2 3.1 channel isoform; hit rate 0.95% among 340,000; activity change, % (tested at about 1.8 µM); U2OS KCNH2 3.1, thallium flux FluxOr; hits give low values;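 active means maximum activity change below -70%; inconclusive means maximum activity change from -70% to -50%; inactive means maximum activity change above -50%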;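 further: thallium influx rate constant from kinetic fluorescence after stimulation buffer; on the % scale 0 is the no-effect control and ±100 the full control effect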
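U2OS cells transduced with KCNH2 3.1 mutant virus (1.77 x 10^8 /mL, 4 h), plated overnight at 37 C, loaded 45 min with FluxOr dye plus Red40 quencher. Thallium flux rate constant from kinetic reads after stimulation buffer, normalised to controls.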
B2AR arrestin = agonists driving beta-arrestin recruitment to human beta2-adrenergic receptor. beta-arrestin recruitment to beta2AR, cell-based reporter. Potency, µM (highest dose often 46.1 µM), without a hit: top-dose activation, actives largely listed as activators. hit rate 0.02% among 330,000. P07550;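 further: potency means the concentration at half of the fitted maximal effect; 0% = DMSO controls and full agonism = EC100 isoproterenol or metaproterenol; nearly all actives have a fitted effect of over 65% in size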
Target sequence (P07550 whole entry, looked up): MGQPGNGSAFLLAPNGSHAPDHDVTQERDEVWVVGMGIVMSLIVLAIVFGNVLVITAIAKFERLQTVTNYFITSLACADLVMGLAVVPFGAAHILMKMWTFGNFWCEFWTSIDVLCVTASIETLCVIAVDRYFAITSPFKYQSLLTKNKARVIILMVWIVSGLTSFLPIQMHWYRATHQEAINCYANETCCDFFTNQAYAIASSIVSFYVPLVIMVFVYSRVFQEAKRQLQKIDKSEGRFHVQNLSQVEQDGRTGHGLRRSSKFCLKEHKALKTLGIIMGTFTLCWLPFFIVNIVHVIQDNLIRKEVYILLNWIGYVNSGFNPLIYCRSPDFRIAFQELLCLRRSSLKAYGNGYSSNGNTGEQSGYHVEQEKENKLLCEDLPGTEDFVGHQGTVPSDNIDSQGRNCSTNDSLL
TRPV1 agonist = activates the human vanilloid receptor TRPV1 | Q8NER1 | TRPV1-expressing cells, Fluo-8 calcium influx, agonist mode | activation, % at 8.33 µM | hit rate 0.19% among 320,000 | AID 540275; in the data active means activation above about 80%; inconclusive means between about 30% and that limit; further: 0% is about no effect
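Cells expressing TRPV1 were dye-loaded with Fluo-8 and read kinetically: 10 s baseline, 3 min after compound (agonist portion), then 2 min after EC20 capsaicin (allosteric enhancer portion). Calcium-bound dye fluorescence at 480/520 nm.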
Menin-MLL TR inh = inhibitors of human menin-MLL interaction, mutant MLL peptide; O00255; Menin + Texas Red MLL mutant peptide, fluorescence polarization; Potency, µM (top dose mostly 61.6 µM), for inactives: at the top dose FP activity change, negative = inhibition, hits mostly inhibitors; hit rate 0.23% among 270,000; active means well fitted inhibition curve with a large enough effect in the polarisation, with a control signal flat, not every such curve was filed as active; inconclusive means small, poorly fitted or top-dose-only effect, or effect the other way, or a change in a side signal; inactive means no such curve, though single readings can be large or run the other way; the % refers to the polarisation; further: potency means the concentration at half of the fitted maximal effect; % of control where 0% means no effect; many of its hits are not listed in these tables
Target sequence (O00255 whole entry, looked up): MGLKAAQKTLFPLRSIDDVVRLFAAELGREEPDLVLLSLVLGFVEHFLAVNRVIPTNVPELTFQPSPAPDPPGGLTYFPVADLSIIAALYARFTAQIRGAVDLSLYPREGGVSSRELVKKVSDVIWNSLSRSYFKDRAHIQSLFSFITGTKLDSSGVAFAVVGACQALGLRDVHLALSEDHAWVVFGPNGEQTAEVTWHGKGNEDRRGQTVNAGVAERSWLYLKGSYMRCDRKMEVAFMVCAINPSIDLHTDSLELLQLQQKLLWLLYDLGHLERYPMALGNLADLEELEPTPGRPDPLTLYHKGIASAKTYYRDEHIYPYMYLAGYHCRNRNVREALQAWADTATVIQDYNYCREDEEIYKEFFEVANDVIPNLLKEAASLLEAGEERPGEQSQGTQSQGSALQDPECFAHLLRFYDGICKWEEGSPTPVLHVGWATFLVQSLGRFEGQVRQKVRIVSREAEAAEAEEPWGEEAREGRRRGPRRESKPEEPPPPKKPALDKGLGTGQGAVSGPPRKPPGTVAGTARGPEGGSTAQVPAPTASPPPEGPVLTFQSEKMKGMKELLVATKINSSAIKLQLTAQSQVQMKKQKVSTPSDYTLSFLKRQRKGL
Coupling enz = inhibits coupling enzyme system, counter-screen for aldolase hits; hit rate 0.67% among 290,000; AID 2472; activity change, negative = inhibition, % at 58.2 µM, hits read low; coupling enzyme system counterscreen, AmpLite Red fluorescence; in the data active means activity change below about -30%; further: on the % scale 0 is the no-effect control and ±100 the full control effect
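Final compound at 57.5 uM, incubated 10 min at RT with coupling enzyme reagent (glyceraldehyde-3-phosphate), then 20 min with substrate and AmpLite Red detection. Fluorescence read at 525/598 nm; tests interference with the coupling assay, not aldolase inhibition.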
USP2a inh = USP2a (human) protease inhibition; USP2 core, Ub-CHOP2 coupled fluorogenic reporter, 485/531; Potency, µM (series often up to 38.3 µM), for the others: top-dose activity change, negative = inhibition, actives largely listed as inhibitors; hit rate 0.01% among 330,000; AID 463254;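 further: potency means the concentration at half of the fitted maximal effect; plate controls were DMSO wells for no effect and full inhibition by NEM control for full effect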
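Deubiquitinase activity read as fluorescence (485/531 nm) after Ub-CHOP2 cleavage activates the enterokinase reporter on its substrate; USP2 core 10nM, Ub-CHOP2 and substrate 25nM each, 30min compound preincubation then 60min RT; data normalized to NEM, curves fitted.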
GALK inhibitor = blocks human galactokinase activity; P51570; Purified GALK, Kinase-Glo residual ATP luminescence; Potency, µM (titrated, usually from 57.5 µM), inactives show at the highest dose activity change, negative = inhibition, most hits filed as inhibitors; hit rate 0.007% among 270,000; further: potency means the concentration at half of the fitted maximal effect; on the % scale 0 is the no-effect control and ±100 the full control effect
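Human GALK (5 nM) with 35 uM ATP and 100 uM galactose in 20 mM HEPES pH 8.0, 5 mM MgCl2, 60 mM NaCl, 1 mM DTT, 0.01% BSA. After 1 h at room temperature, leftover ATP was read by Kinase-Glo Plus luminescence.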
Starred values were filed as active, the others as inactive; ? = inconclusive; nt = not tested or not shown; & = joins results of further samples; [ ] = dose if it differs, or a comment. Unless noted, the call rests on the fitted dose curve; in most records, active means well fitted curve in the direction sought with a large enough effect; inconclusive means small, poorly fitted or top-dose-only effect, or another doubt; inactive means no such curve, though single readings can be large; an effect the other way counts as inactive or inconclusive.

SMILES	hERG WT inh	Giardia kill	PKM2 activator	MLL CXXC-DNA inh	KCNH2 3.1 inh	B2AR arrestin	TRPV1 agonist	Menin-MLL TR inh	Coupling enz	USP2a inh	GALK inhibitor
O=C(NC1CCC(O)CC1)c1ccc2c(c1)S(=O)(=O)N=C1CCCCCN12 (stereo not given)	-6	-5	nt	nt	21	-0.5%	-2	nt	nt	0%	nt
O=C(O)c1ccccc1C(=O)c1ccc(Sc2ccc(Cl)cc2)c([N+](=O)[O-])c1	0	-2	-1%	-2%	4	-0.1%	11	nt	12	-7%	nt
O=C(Nc1ccc(F)c(Cl)c1)NC1CC1	3	7	1%	3%	13	-0.5%	28	?	-4	1%	-1%
O=C(O)c1ccc(N2C(=O)/C(=C/C=C/c3ccccc3)SC2=S)cc1	7	-21	-1%	1%	2	-0.1%	0	15%	-7	3%	-5%
CCOc1ccc(C(=O)NCc2ccc3c(c2)OCO3)cc1OCC	-1	-5	-2%	-3%	-5	-1.1%	9	-10%	1	2%	-3%
Cc1ccc(N2CC(C(=O)Nc3cccnc3)CC2=O)cc1C (stereo not given)	1	2	nt	26%	13	-0.2%	0	-5%	1	-1%	-1%
COCCN(C(=O)CN1CCN(S(=O)(=O)c2ccc(F)cc2)CC1)c1c(N)n(Cc2ccccc2)c(=O)[nH]c1=O	-7	-3	0%	-3%	4	?	1	-3%	1	2%	-3%
COc1ccc(OCc2cc(C(=O)NC3CCOCC3)no2)c2ccccc12	-3	5	nt	23%	12	0.2%	8	nt	nt	-1%	-6%
COc1ccccc1N(C)S(=O)(=O)c1ccc(C(=O)OCC(=O)N2CCC2)cc1	20	5	-1%	16%	-16	0.5%	4	-4%	3	-1%	-1%
Cc1ccc(C(=O)CSc2nc3ccccc3c(=O)[nH]2)cc1C	-7	-15	-3%	-7%	-1	-0.2%	6	-4%	0	0%	4%
CCOc1cc(/C=N/NC(=O)C(C)Sc2ccccc2)ccc1O (stereo not given)	10	-2	-5%	0%	10	0.1%	2	20%	1	8%	0%
Cc1ccsc1C(=O)OCc1nc2ccsc2c(=O)[nH]1	3	2	nt	nt	-8	0.2%	1	nt	nt	-1%	nt
COc1ccc2c(CC(=O)OCC(=O)Nc3ccc(S(N)(=O)=O)cc3)coc2c1	5	5	-1%	-8%	-9	-0.2%	-1	nt	2	0%	-2%
CC(=O)n1nc(-c2ccc(C)cc2)nc1NCc1ccco1	8	-24	1%	-7%	9	-0.1%	10	-15%	0	1%	-1%
CC(=O)Nc1ccc(Nc2cc(C(C)C)nc3c(-c4ccccc4)c(C)nn23)cc1	-1	-5	5%	-22%	4	-0.5%	-6	nt	-5	-19%	-4%
COc1ccccc1N1CCN(CC(=O)NCC2CCCO2)CC1 (stereo not given)	-3	-9	7%	22%	18	0.2%	-4	12%	4	3%	-1%
Cc1ccc2[nH]c(=O)c(CN(CC3CCCO3)C(=S)Nc3ccccc3)cc2c1 (stereo not given)	-4	20	-3%	3%	9	-0.5%	?	2%	0	2%	nt
C=CCN(c1ccccc1)S(=O)(=O)c1cccc(C(=O)Nc2ncccc2C)c1	20	-7	nt	nt	-13	-0.4%	5	nt	nt	-1%	nt
CC(C)(C)c1ccc(/C=C/C(=O)NC2=NCCS2)cc1	-2	-15	-12%	-1%	2	-0.7%	3	10%	-2	3%	0%
Cc1noc(C)c1COc1cccc(C(=O)Nc2ccc(Br)cc2F)c1	-17	5	nt	nt	-36	-0.2%	nt	nt	nt	0%	nt
COc1ccc(NC(=O)c2nc[nH]c2C(=O)N2CCN(c3ccccc3)CC2)cc1	-9	-20	1%	-1%	10	0.3%	-1	nt	0	5%	-2%
O=C(c1ccc(Cl)cc1[N+](=O)[O-])N1CCN(c2ccccn2)CC1	4	-17	5%	2%	-9	0.2%	-1	-15%	1	1%	1%
CC(=O)[C@H]1[C@H]([C@H](O)[C@H](O)CO)O[C@](O)(C(=O)O)C[C@@H]1O	-1	-20	nt	nt	-3	0.0%	0	nt	nt	-1%	nt
NNC(=O)c1ccc(COc2ccc3c(c2)CCC3)cc1	32	2	-1%	-6%	-17	0.2%	21	0%	1	4%	1%
CCc1ccc(N2CC(C(=O)OCC(=O)Nc3ccc(C(C)=O)cc3)CC2=O)cc1 (stereo not given)	4	-14	nt	nt	-17	0.0%	18	nt	nt	1%	nt
CCC(=O)c1cc2c(cc1NC(=O)c1ccc(C)cc1)OCCO2	5	8	5%	1%	-3	0.1%	10	14%	1	1%	-4%
Cc1nc2n(COCCO)cnn2c(=O)c1Br	-11	-11	0%	3%	10	0.6%	0	10%	4	1%	-2%
Cc1noc(NS(=O)(=O)c2ccc(NC(=O)CCC3CCCC3)cc2)c1C	6	-6	-1%	-20%	-1	-0.2%	-1	1%	26	4%	0%
COc1cccc(CCNC(=O)CCc2nnc(Cc3cc(OC)ccc3OC)o2)c1	-11	-8	1%	2%	7	0.1%	0	-18%	0	1%	3%
Nc1c(Cl)ncnc1N1CCCC1	-1	-24	-7%	5%	10	0.3%	1	15%	1	1%	13%
COc1ccccc1CNC(=O)CN(C)S(=O)(=O)c1cccc2cccnc12	-1	-17	0%	-8%	-125*	-0.6%	2	nt	2	12%	0%
Nc1nonc1-c1nc2ccccc2n1Cc1ccc(F)cc1Cl	29	0	-2%	35%[activator]	-8	-0.7%	19	-9%	1	-1%	-4%
COCCCNC(=O)CSc1c2c(nc3ccc(Cl)cc13)CCCC2	1	17	-1%	14%	9	-1.1%	1	-6%	-1	-8%	-3%
CCCCP(=O)(CCCC)c1ccccc1C(=O)O	-8	0	-17%	-7%	-1	-1.0%	0	-3%	7	?	-1%
Nc1nc(SC23CC4CC(CC(C4)C2)C3)ns1	5	-7	-4%	-4%	13	0.2%	7	nt	0	-13%	-1%
O=C(COC(=O)[C@@H]1CCCN1S(=O)(=O)c1ccccc1F)c1ccccc1	3	-8	-1%	-5%	1	0.0%	6	-9%	0	1%	1%
O=C(COc1ccccc1Cl)N1CCNC1=O	9	25	nt	nt	-6	0.1%	-2	nt	nt	1%	nt
Cc1ccc(NC(=O)COC(=O)c2ccc3c(c2)NC(=O)C2CCCN32)cc1C (stereo not given)	nt	nt	23%	0%	nt	-0.9%	2	-11%	-6	?	2%
COc1ccc(C)cc1NC(=O)CSc1ccc(-c2ccco2)nn1	14	-12	1%	-6%	nt	-0.2%	20	nt	nt	4%	-3%
CC1(C)CCC[C@@]2(C)CC=C(C(=O)O)[C@@H]3C[C@]312	-9	0	nt	nt	7	-0.4%	-5	nt	nt	2%	nt
O=C(Nc1cccc(O)c1)c1noc2c1CCCCC2	-3	?	-14%	-1%	-21	0.1%	?	nt	0	2%	4%
COC(=O)C[N+](C)(C)C/C=C\c1ccccc1	-12	2	1%	11%	-14	-0.1%	1	-16%	1	1%	0%
CC1CCN(S(=O)(=O)c2cccc(C(=O)N(C)C3CCS(=O)(=O)C3)c2)CC1 (stereo not given)	-3	-13	-10%	-5%	11	-1.4%	9	-11%	0	1%	-4%
COc1ccc(CC2C(=O)OC(C)(C)OC2=O)c(Cl)c1OC	29	1	nt	17%	11	-0.9%	-1	-1%	6	-4%	-5%
Cc1cccc(/C=C/c2nc3ccccc3c(=O)[nH]2)c1	-2	1	-10%	-13%	9	-0.3%	-1	24%	3	4%	3%
CCc1ccc(-c2cc(C)no2)cc1S(=O)(=O)NCCc1ccccc1	-8	2	2%[0.46 µM]	-3%	-20	-0.3%	9	30%	2	1%	6%
CCC(=O)NCCc1nc2cc(NC(=O)Nc3ccccc3)ccc2n1C	-10	?	nt	6%	11	0.0%	4	24%	0	4%	3%
Cc1[nH]c2ccc(C(=O)OCCN(C)C)cc2c1C	7	-4	-6%	3%	-1	-0.2%	0	21%	0	1%	4%
Nc1ccc(C(=O)NCC(=O)O)cc1	-2	-5	nt	0%[51.4 µM]	6	0.0%	-2	-11%	-13&1	-1%	nt
CCOC(=O)C(=O)N/N=C/c1cccc(Br)c1	3	5	-2%	-3%	13	0.1%	2	nt	0	8%	0%
OCCC1CN(Cc2c(O)ccc3ccccc23)CCN1CCc1ccccc1 (stereo not given)	19	11	6%	86%[activator]	3	-1.5%	1	0%	-38*	1%	12%
N=c1sccn1CC(=O)NCCc1ccc(Cl)cc1	3	-2	-5%	2%	-4	-0.2%	3	-10%	2	1%	0%
CCCCn1c(CCC(=O)O)nc2c1c(=O)[nH]c(=O)n2CCC	-9	-21	4%	0%	0	-0.1%	0	-19%	0	3%	0%
C=CC[N+](C)(C)CCN1C(=O)C2C(c3ccccc3)C=CC(c3ccccc3)C2C1=O (stereo not given)	-14	-29	-13%	2%	7	-0.1%	-3	-6%	-1	4%	10%

The list is partial. The share of hits here may be higher or lower than overall.
